Screening results as filed in PubChem BioAssay.
Apoferritin bind – binds horse apoferritin like a general anesthetic; Potency, µM (top dose mostly 77.5 µM), for inactives: at the top dose activity change, negative = displacement, actives largely listed as inhibitors; apoferritin/1-aminoanthracene competitive binding, fluorescence; P02791; actives 0.074% (n = 350,000); note: potency is the fitted concentration of half-maximal effect; % is set by controls: 0 for no effect and ±100 for the full control effect; nearly all actives have a fitted effect of over 20% in size
Target sequence (P02791 2-175 limits assumed): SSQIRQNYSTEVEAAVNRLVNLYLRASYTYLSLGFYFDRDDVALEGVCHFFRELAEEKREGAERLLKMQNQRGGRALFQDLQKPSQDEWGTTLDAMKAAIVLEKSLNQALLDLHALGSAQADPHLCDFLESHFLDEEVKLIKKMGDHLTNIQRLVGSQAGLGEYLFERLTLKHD
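Probe: 1-aminoanthracene (50% saturated, PBS). Protein: horse-spleen apoferritin, 10 uM. Incubation: 10 min, room temperature. Detection: 380 nm excitation, 535 nm emission. Analysis: normalized response, four-parameter Hill.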
Glioma ERSR ind – ER stress response induction in glioma; U87-MG GRP78 promoter luciferase reporter, 16 h; Potency, µM, for inactives: at the highest dose activation, actives largely listed as activators; actives 0.02% (n = 420,000); AID 602332; note: potency is the fitted concentration of half-maximal effect; series mostly up to about 76 µM; % of control where 0% means no effect; nearly all actives have a fitted effect of over 35% in size
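Stably transfected U87-MG human glioma cells carrying a GRP78-based luminescent sensor were seeded at 1000 cells/well, pin-dosed with compounds and incubated 16 h. Luciferase reagent was then added, and end-point luminescence was read after 10 min at room temperature.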
APE1 inh – inhibitors of human APE1 endonuclease | P27695 | recombinant APE1, TAMRA/BHQ-2 abasic DNA cleavage fluorescence | Potency, µM (highest dose often 65.8 µM), for the others: top-dose activity change, negative = inhibition, most hits filed as inhibitors | actives 0.35% (n = 350,000) | AID 2517;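 note: potency is the fitted concentration of half-maximal effect; plate controls were vehicle for no effect and reference inhibitor for full effect; nearly all actives have a fitted effect of over 55% in size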
Target sequence (P27695 whole entry, looked up): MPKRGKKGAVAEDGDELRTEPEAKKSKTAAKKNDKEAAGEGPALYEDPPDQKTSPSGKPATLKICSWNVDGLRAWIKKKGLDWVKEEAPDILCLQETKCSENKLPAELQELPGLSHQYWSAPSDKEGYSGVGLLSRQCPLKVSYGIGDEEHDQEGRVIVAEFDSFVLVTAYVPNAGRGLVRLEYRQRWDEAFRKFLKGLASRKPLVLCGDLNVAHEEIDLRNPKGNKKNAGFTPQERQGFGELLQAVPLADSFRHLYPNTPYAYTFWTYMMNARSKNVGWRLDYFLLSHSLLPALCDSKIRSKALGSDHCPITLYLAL
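APE1 at 0.75 nM preincubated 15 min at room temperature with compound. Reaction then started with 50 nM double-stranded THF-abasic substrate labelled with TAMRA/BHQ-2, and 525/598 nm fluorescence read kinetically. Activity taken as third-minus-first read difference, normalized to DMSO and NSC13755 controls.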
POLH inh – blocks human DNA polymerase eta activity; Q9Y253; recombinant Pol eta, fluorescent DNA replication assay; Potency, µM (highest dose often 114 µM), for the others: at the top dose activity change, negative = inhibition, actives largely listed as inhibitors; actives 1.2% (n = 390,000); AID 588591; note: potency is the fitted concentration of half-maximal effect; % is set by controls: 0 for no effect and ±100 for the full control effect
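Pol eta at 10 nM preincubated with compounds 15 min at room temperature; reaction started with fluorescent substrate (50 nM final) and read kinetically at 0 and 10 min.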
Pol beta inh – blocks human DNA polymerase beta activity | Pol beta primer extension/strand displacement, fluorescence kinetic | Potency, µM (series often up to 114 µM), inactives show at the highest dose activity change, negative = inhibition, hits mostly inhibitors | actives 1.3% (n = 340,000) | AID 485314; note: potency is the fitted concentration of half-maximal effect; % is set by controls: 0 for no effect and ±100 for the full control effect
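Enzyme-only controls used 10 nM Pol beta; buffer lacking enzyme served as negative control. Compound preincubated 15 min, then 50 nM substrate added; 0 and 10 min reads at room temperature.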
LDHA block – inhibitors of human lactate dehydrogenase A. activity change, % (values are at about 110 or 230 µM). actives 0.15% (n = 480,000). AID 1347041. P00338. purified LDHA, NADH/diaphorase-resazurin fluorescence; hits give low values; in the data active = activity change below about -30%; inconclusive = mostly about -25% to -30%;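 note: plate controls were DMSO wells for no effect and wells without enzyme for full effect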
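LDH5 2 nM; NADH 0.06 mM, pyruvate 0.2 mM; 200 mM Tris pH 7.4, EDTA, Tween-20; 5 min RT. Detection: diaphorase 0.133 mg/mL + resazurin 37 µM, fluorescence ex540/em590 at 0 and 20 min; normalized to enzyme-free and DMSO wells.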
BLM helicase inh – blocks DNA unwinding by human BLM helicase | P54132 | recombinant BLM DNA unwinding, fluorescence dequenching | Potency, µM (highest dose often 56.1 µM), without a hit: at the highest dose activity change, negative = inhibition, actives largely listed as inhibitors | actives 0.2% (n = 350,000);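 note: potency is the fitted concentration of half-maximal effect; plate controls were vehicle for no effect and no enzyme for full effect; nearly all actives have a fitted effect of over 35% in size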
Pol kappa inh – DNA polymerase kappa (human) inhibition; Q9UBT6; purified Pol kappa, fluorescent DNA synthesis assay, 10 min; Potency, µM (titrated, usually from 107 µM), for the others: at the highest dose activity, negative = inhibition, usual class: inhibitors; actives 0.53% (n = 400,000); AID 588579; note: potency is the fitted concentration of half-maximal effect; % is set by controls: 0 for no effect and ±100 for the full control effect
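10 nM Pol kappa preincubated 15 min at room temperature with compounds, then reaction started with substrate at 50 nM final. Fluorescence read kinetically at 0 and 10 min; buffer-only wells served as negative control.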
POLI inh – blocks human DNA polymerase iota activity; Q9UNA4; Potency, µM (doses to about 115 µM), inactives show at the highest dose activity, negative = inhibition, usual class: inhibitors; Pol iota fluorescent replication assay, 10 min; actives 1% (n = 390,000); AID 588590; note: potency is the fitted concentration of half-maximal effect
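Fluorescent replication assay read twice, at 0 min and 10 min after adding 50 nM (final) substrate. Enzyme (10 nM) and compounds were first incubated 15 min at room temperature; enzyme-free buffer wells were negative controls.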
The depositor's hits bear a star; ? = inconclusive; nt = not tested or not shown; [ ] = remark or other dose. Unless noted, calls come from the whole dose curve; as a rule, active = well fitted curve in the direction sought with a large enough effect; inconclusive = small, poorly fitted or top-dose-only effect, or another doubt; inactive = no such curve, though single readings can be large; an effect the other way counts as inactive or inconclusive. Some of the compounds tested, so the mix of outcomes need not match the whole.

Order of values – Pol beta inh | LDHA block | BLM helicase inh | POLI inh | APE1 inh | POLH inh | Pol kappa inh | Apoferritin bind | Glioma ERSR ind
(1) Cc1ccc(-n2nnc(-c3nc(-c4cccs4)no3)c2N)cc1C
  2% | -2 | -7% | -6% | nt | 0% | -16% | -6% | 1%
(2) O=C(N/N=C/c1ccc(OC(F)F)cc1)c1cccc(S(=O)(=O)N2CCOCC2)c1
  -1% | -6 | -4% | 53%[activator] | -9% | -22% | 2% | -20% | -8%
(3) COc1ccccc1CN1CC(C(=O)NCCc2ccccc2Cl)CCC1=O (stereo unspecified)
  -14% | -1 | -5% | 19% | 11% | -12% | -4% | -1% | -2%
(4) Cc1cc(C(=O)Nc2ccccc2C(F)(F)F)no1
  47% | -3 | 0% | 4%[58.9 µM] | 0% | -12% | -4% | ? | 0%
(5) O=c1[nH]c2cc3c(cc2cc1C(c1nnnn1CC1CCCO1)N1CCCCCC1)OCO3 (stereo unspecified)
  2% | nt | 0% | nt | 16% | nt | nt | -1% | nt
(6) N#Cc1c(F)cccc1NCc1cccnc1
  9% | -10 | 1% | 70%[activator] | 4% | -6% | -12% | 0% | -3%
(7) CC(=O)N(c1ccccc1)C(C)c1nc(C#N)c(C#N)nc1C (stereo unspecified)
  -15% | -3 | 5% | 17% | 3% | -10% | -3% | -8% | -6%
(8) CCC1SC(CC)C(=O)N(CC(=O)NC2CCCCC2)C1=O (stereo unspecified)
  13% | -4 | 0% | 86%[activator] | -2% | -13% | 4% | -15% | -2%
(9) O=C(O)CCCC(=O)Nc1ccccc1C(=O)O
  9% | -3 | 1% | 3% | -2% | -10% | -14% | -11% | -2%
(10) O=C(OCC(=O)N1CCCCCC1)c1ccccc1Br
  nt | -5 | nt | 20% | -12% | -3% | -6% | nt | -5%
(11) CCSc1ccccc1C(=O)NCc1ccc(S(N)(=O)=O)cc1
  -1% | -7 | -1% | -4% | -3% | -4% | -14% | -8% | 1%
(12) CC1C(=O)CC(c2ccc([N+](=O)[O-])cc2)NC1c1ccc([N+](=O)[O-])cc1 (stereo unspecified)
  -9% | -6 | 0% | ? | 2% | -21% | -18% | ? | -3%
(13) COc1ccc(C2=NCC(CSc3nnnn3C)S2)cc1 (stereo unspecified)
  -7% | -8 | -1% | ? | -1% | -8% | -14% | 5% | 15%
(14) C=CCn1c(SCC(=O)Nc2ccc3c(c2)OCCO3)nnc1-c1ccccn1
  4% | -3 | -1% | 7% | -2% | 6% | 0% | ? | 0%
(15) CCCCN1c2cc(C)c(O)cc2C(C(=O)OCC)C1C (stereo unspecified)
  -24% | 3 | 1% | 35% | 0% | -11% | 1% | 0% | -3%
(16) CC(=O)c1cc(C(c2csc(C(C)=O)c2)c2csc(C(C)=O)c2)cs1
  16% | -2 | 3% | 8% | 1% | -7% | -5% | -19% | -3%
(17) CCOc1cc(/C=C(\C(=O)O)c2ccc(S(=O)(=O)N3CCCC3)s2)ccc1OC
  nt | 1 | nt | 7% | 32% | -1% | 0% | nt | 2%
(18) O=C(CCc1nc(-c2ccccc2F)no1)Nc1ccc(Oc2ccccc2)cc1
  -17% | -1 | -17% | -19% | -11% | ? | -22% | 61%[activator] | -6%
(19) N#Cc1ccc(NC(=O)Cn2cnc(S(=O)(=O)N3CCc4ccccc43)c2)cc1
  81% | -3 | -4% | 0% | 14% | -17% | 4% | 5% | -2%
(20) N=C1C(c2ccccc2)=C(O)CN1c1cccc(S(N)(=O)=O)c1
  17% | -7 | 5% | 92%[activator] | 23% | -10% | -4% | -3% | -5%
(21) Cc1ccccc1-c1ccc2ncnc(N(C)C)c2c1
  nt | nt | -4% | nt | -98% | nt | 7%[60.1 µM] | nt | -2%
(22) CC(CCc1ccccc1)NC(=O)CN1CCOc2ccccc21 (stereo unspecified)
  nt | 9 | nt | -23% | nt | -18% | -8% | nt | -3%
(23) CN(C)CCNc1ccc(Cl)cc1[N+](=O)[O-]
  -1% | -6 | -10% | -2% | 28% | -4% | -8% | -2% | -1%
(24) Cn1c(=O)c2c(SCC(=O)Nc3cccc(F)c3)nc(-c3ccco3)nc2n(C)c1=O
  10% | -3 | -1% | 33%[activator] | 6% | -12% | -8% | -2% | -5%
(25) COc1ccccc1NC(=O)C1CCCCN1S(=O)(=O)c1ccc(F)cc1 (stereo unspecified)
  28% | -7 | -6% | 7% | 8% | -14% | -3% | -12% | -4%
(26) Cc1ccc(N2CC(=O)Nc3c(oc4nc(-c5ccccc5)cc(C)c34)C2=O)cc1
  0% | -7 | -1% | -5% | 0% | 12% | -7% | -3% | -2%
(27) CCOC(=O)C1=C(C)Nc2nc(SCc3cccnc3)nn2C1c1ccc(OC)cc1 (stereo unspecified)
  7% | -2 | -3% | 14% | -3% | -13% | 1% | -9% | 0%
(28) CCCOC(=O)c1ccc(Cn2nnc3sc4c(c3c2=O)CCC(C)C4)cc1 (stereo unspecified)
  18% | -2 | -3% | 10% | nt | nt | 5% | -19% | nt
(29) O=C(CSc1nnc(-c2ccccc2)o1)NCC1CCCCC1
  13% | 0 | 0% | 12% | 4% | 5% | -20% | ? | 0%
(30) COc1cccc(-n2cnc3sc(C)c(C)c3c2=O)c1
  ? | -8 | -5% | -4% | -3% | -6% | 8% | -24% | -1%
(31) COc1ccc(-c2c(C#N)c(N)n(N)c(=O)c2C#N)cc1Cl
  0% | -7 | 0% | 25% | 1% | 1% | -8% | -11% | -6%
(32) Nc1nc(SCc2ccccc2)cc(SCc2ccccc2)n1
  nt | -4 | nt | 13% | nt | -9% | -25% | nt | 10%
(33) O=C(NCc1ccco1)C12CN(Cc3ccccc3)CC1C(c1cccc([N+](=O)[O-])c1)=NO2 (stereo unspecified)
  1% | -3 | -9% | -12% | -6% | -1% | -7% | -20% | -2%
(34) COc1ccc(S(=O)(=O)c2ccc(O)cc2)cc1
  1% | -3 | -6% | 14% | 9% | 2% | 1% | -7% | -6%
(35) O=C(COC(=O)CCN1C(=O)c2cccc([N+](=O)[O-])c2C1=O)NC1CCS(=O)(=O)C1 (stereo unspecified)
  36% | -15 | 1% | 11% | 15% | -8% | -8% | 2% | -3%
(36) COc1ccc(S(=O)(=O)N2CCOC2CNC(=O)C(=O)NCc2ccncc2)cc1 (stereo unspecified)
  2% | -1 | 0% | 25% | -17% | -12% | 3% | -4% | -3%
(37) O=C(COc1ccc(S(=O)(=O)N2CCCC2)cc1)NCc1cccnc1
  0% | -4 | -3% | 39%[activator] | 15% | -22% | -6% | -7% | 0%
(38) Cc1coc2c(C)c3oc(=O)c(CCC(=O)NCCCn4ccnc4)c(C)c3cc12
  1% | -1 | 3% | 34%[activator] | 29% | -7% | 10% | -11% | -2%
(39) Cc1ccc(NS(=O)(=O)c2cc(Br)cnc2N)c(Cl)c1
  22% | -2 | -2% | 40%[activator] | 72%[activator] | -3% | 14% | ? | 2%
(40) Cc1ccc(C(=O)NNC(=O)CSc2nnc3c(n2)[nH]c2ccc(F)cc23)cc1
  5µM* | -9 | -16% | 11% | 5% | 79µM* | -1% | -2% | -2%
(41) O=C(O)CCC(=O)Nc1ccc(/C=C/C(=O)C2CC2)cc1
  3% | -6 | -5% | 78%[activator] | 9% | -13% | 0% | -15% | 0%
(42) CN(CC1CCCN(CCc2cccc(C(F)(F)F)c2)C1)C(=O)c1cc2ccccc2o1 (stereo unspecified)
  13% | 1 | -6% | 9% | -4% | -26% | -13% | ? | -2%
(43) Cc1cc(S(=O)(=O)NCc2ccccc2)ccc1OCC(=O)Nc1cccc([N+](=O)[O-])c1
  16% | -1 | -3% | -3% | 5% | -19% | -23% | 4% | -4%
(44) COC(=O)CN1C(=O)[C@H]2[C@@H](c3ccc(C)o3)N3C(=O)CN(CC4CC4)C(=O)[C@@]3(C)[C@H]2C1=O
  2% | 4 | -7% | -17% | 19% | -5% | -14% | -13% | -4%
(45) Cn1c(NC(=O)c2cccc(C(F)(F)F)c2)cc(=O)n(C)c1=O
  18% | -1 | -2% | 0% | -1% | -15% | 14% | -6% | -3%

Record cards (already shown):
O=C(OCC(=O)N1CCCCCC1)c1ccccc1Br is listed as Pol beta inh: nt; LDHA block: -5; BLM helicase inh: nt; POLI inh: 20%; APE1 inh: -12%; POLH inh: -3%; Pol kappa inh: -6%; Apoferritin bind: nt; Glioma ERSR ind: -5%
O=C(NCc1ccco1)C12CN(Cc3ccccc3)CC1C(c1cccc([N+](=O)[O-])c1)=NO2 (stereo unspecified) is listed as Pol beta inh: 1%; LDHA block: -3; BLM helicase inh: -9%; POLI inh: -12%; APE1 inh: -6%; POLH inh: -1%; Pol kappa inh: -7%; Apoferritin bind: -20%; Glioma ERSR ind: -2%

Following part:
Order of values – Pol beta inh | LDHA block | BLM helicase inh | POLI inh | APE1 inh | POLH inh | Pol kappa inh | Apoferritin bind | Glioma ERSR ind
(46) Cc1nc(=O)c(-c2ccccc2)c(C)n1-c1ccc(C(=O)O)cc1
  -2% | -5 | -3% | 22% | -1% | -14% | 2% | -6% | -1%
(47) COc1ccccc1CCNC(=O)c1cnn2c(C(F)F)cc(C)nc12
  9% | 0 | -1% | 27% | -6% | -13% | -23% | -20% | -2%
(48) COc1ccc(N(CC(=O)NCCSc2ccccn2)S(=O)(=O)c2ccc(C)cc2)cc1OC
  15% | -13 | -3% | -7% | 7% | 0% | 2% | -13% | -2%
(49) Cn1cccc1CC(=O)NNC(=O)Nc1ccc(Cl)cc1
  5% | -6 | 7% | 17% | -1% | -14% | -16% | -13% | 1%
(50) CC(=O)Nc1cc2c3c(c1)CC(=O)N3CCC2
  42% | 0 | -5% | -27% | 25% | -7% | -6% | 4% | -5%
(51) O=C(CSc1cccc[n+]1[O-])c1ccc(Cl)s1
  -1% | -4 | 0% | 151%[activator] | -2% | 5% | -14% | -14% | -2%
(52) CC1CCN(S(=O)(=O)c2ccc3c(c2)N(CC(=O)NC(C)(C)C)C(=O)CS3)CC1
  -2% | -8 | -2% | -10% | nt | -16% | -8% | 0% | -5%
